tuberculosis growth – growth inhibition of non-replicating M. tuberculosis (AID 488890); Mycobacterium tuberculosis non-replicating, growth inhibition; higher % means a stronger effect; inhibition, % at 25 µM; hits with a dose series show IC50 in µM; hit rate 0.39% among 320,000; in the data active = a potency from the dose series; inconclusive = inhibition mostly from about 82% at the one dose, without a potency; inactive = the rest, 99 in 100 with inhibition below about 76%;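 note: plate controls were DMSO cells for no effect and high antibiotic wells for full effect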
VEEV TC-83 Vero – inhibitors of VEEV TC-83 cytopathic effect, confirmation, Vero cells (AID 588727) | hit rate 0.13% among 350,000 | inhibition, % at 20 µM; hits with a dose series show IC50 in µM | Vero cells, VEEV TC-83 cytopathic effect inhibition; higher % means a stronger effect; in the data active = a potency from the dose series; inconclusive = inhibition mostly from about 14% at the one dose, without a potency; inactive = the rest, 99 in 100 with inhibition below about 12%; note: strong numbers were not always called active
H1N1 NS1A inhibition – H1N1 influenza NS1A inhibitors, functional cell based assay (AID 504329) | NS1A functional cell-based assay, percent inhibition; higher % means a stronger effect | inhibition, % at 12.5 µM; hits with a dose series show IC50 in µM | hit rate 0.3% among 340,000; in the data active = a potency from the dose series; inconclusive = inhibition above about 27% without an active follow-up result; note: strong numbers were not always called active
Salmonella PhoP GFP – PhoP regulon inhibitors, Salmonella typhi PhoP promoter GFP reporter, confirmatory (AID 1850). one-dose inhibition, % at 50 µM; IC50 in µM for titrated hits. Salmonella Typhi PhoP-promoter GFP reporter, fluorescence, 4 h; higher % means a stronger effect. hit rate 0.33% among 310,000; in the data active = a potency from the dose series; inconclusive = inhibition mostly from about 25% at the one dose, without a potency; inactive = the rest, 99 in 100 with inhibition below about 19%;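 note: 0% = induced wells with vehicle and 100% = uninduced wells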
H37Rv inhibition – M. tuberculosis growth inhibition, HTS (AID 449762); hit rate 0.59% among 330,000; inhibition, % at 25 µM; hits with a dose series show IC50 in µM; M. tuberculosis H37Rv growth inhibition, 7H9 media; higher % means a stronger effect; in the data active = a potency from the dose series; inconclusive = inhibition above about 70% without an active follow-up result;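 note: bacterial growth assessed after seven days of incubation; strong numbers were not always called active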
VEEV TC-83 Vero 10K pilot screen – recorded beside VEEV TC-83 Vero, whose call it bears; inhibition, %; measured here: 10K pilot screen inhibition
The depositor's hits bear a star; i = inactive; ? = inconclusive; nt = no result given.

SMILES | tuberculosis growth | VEEV TC-83 Vero | H1N1 NS1A inhibition | Salmonella PhoP GFP | H37Rv inhibition | others
COc1ccc(CC(=O)O/N=C(\N)Cc2ccc(OC)cc2)cc1 | 63% | i | 1% | -3% | 0% | VEEV TC-83 Vero 10K pilot screen=0.4
Cn1c(SCC(=O)NNC(=O)c2ccccc2)nnc1C(F)(F)F | -12% | 1.2% | -4% | nt | -1%
Cc1cc(-c2nc(C)c(C(=O)NN)s2)no1 | 6% | 0.8% | -7% | -3% | -9%
Nc1ccc(C(=O)OCc2csc(-c3ccccc3)n2)cc1[N+](=O)[O-] | -8% | 0.7% | 2% | -3% | 5%
COc1ccc(C(c2nnnn2Cc2cccs2)N2CCC(C(N)=O)CC2)c(OC)c1 (stereo unspecified) | nt | 1.2% | 9% | -3% | -15%
C=CCn1c(O)c(C=Nc2ccc(CN3CCCCC3)cc2)c(=O)[nH]c1=S | 0% | i | nt | -9% | 7%
COc1ccc(OC(=O)c2cnc3n(c2=O)CCS3)cc1 | -10% | 0.3% | -9% | 11% | -8%
Cc1ccc(SCC(=O)NC(=O)c2ccc(S(=O)(=O)N(C)C)cc2)cc1C | 3% | i | -5% | -13% | 5%
Cc1ccnc(NS(=O)(=O)c2ccc(NC(=O)c3ccc4c(c3)OCCO4)cc2)n1 | 16% | 1.0% | 17% | -1% | -6%
Cc1ccc(C2CC(c3cccc(Br)c3)Nc3nnnn32)cc1 (stereo unspecified) | 18% | 2.2% | -13% | 7% | -2%
CSc1sc(C(=O)N2CCc3ccccc32)cc1S(=O)(=O)C(C)C | 3% | 6.6% | -10% | -8% | 4%
O=C(Nc1ccc2cn[nH]c2c1)c1c(Cl)cccc1Cl | -8% | 5.0% | -5% | 12% | 5%
COc1cc(OC)cc(C(=O)N2CCN(Cc3cccc(F)c3)CC2)c1 | 14% | 1.7% | 1% | -14% | 7%
Cc1nn(CCOc2cccc(Cl)c2)c(C)c1[N+](=O)[O-] | 21% | 4.5% | 10% | -11% | 3%
O=C(CCCSc1ccc(Cl)cc1)Nc1cc(S(=O)(=O)N2CCOCC2)ccc1O | 79% | 2.0% | -9% | nt | 32%
COc1ccc(C(=O)NCC(=O)N/N=C/c2ccc([N+](=O)[O-])s2)cc1OC | ? | 1.5% | 7% | -5% | ?
COCCOc1cc(NCc2ccccc2)c2ncn(C(C)C)c2c1 | 37% | 0.5% | 13% | nt | -9% | VEEV TC-83 Vero 10K pilot screen=1.3
COc1ccc(NC(=O)C2CCCN(C(=O)NC3CCCCC3)C2)cc1OC (stereo unspecified) | 15% | 2.2% | 4% | 24% | 1%
Cc1cc(Nc2ccc(C(=O)O)cc2)nc(N)n1 | 15% | i | -8% | -4% | 14%
COc1ccc(C(=O)/C=C(\C)Nc2ccc3c(c2)OCO3)cc1 | 11% | i | 1% | -11% | ?
CCCCn1c(N)c(N(CC)C(=O)c2cccc(OCc3ccccc3)c2)c(=O)[nH]c1=O | 41% | 0.8% | -13% | nt | -9%
CC(=O)C1=C(O)C(=O)N(c2ccc(O)cc2)C1c1ccccc1F (stereo unspecified) | 8% | 1.1% | -3% | 4% | 3%
COc1ccc(-n2cnc3cc(C(=O)NCCN4CCOCC4)ccc32)cc1 | -5% | 1.3% | 5% | -10% | 2% | VEEV TC-83 Vero 10K pilot screen=1.0
OC1c2cc(Cl)ccc2-c2c(Cl)cc(Cl)cc21 (stereo unspecified) | nt | 2.4% | 10% | nt | nt
COC(=O)c1ccc(C(=O)OC)c(NC(=O)COC(=O)CC2CC3CCC2C3)c1 (stereo unspecified) | 79% | 1.1% | 1% | 9% | -1%
O=c1[nH]c(CN2CCN(S(=O)(=O)c3cccs3)CC2)nc2c(Br)cc(Br)cc12 | 36% | 2.5% | -8% | 3% | 18%
COc1ccc(S(=O)(=O)N2CCCC(C(=O)O)C2)cc1Cl (stereo unspecified) | -17% | 2.2% | -2% | -6% | 0%
CCCC(C)C(=O)NCc1ccncc1 (stereo unspecified) | -4% | 0.1% | 11% | 2% | -5% | VEEV TC-83 Vero 10K pilot screen=0.5
COc1cc(CC(=O)OCC(=O)Nc2sccc2C(N)=O)cc(OC)c1OC | 36% | 3.6% | -11% | 0% | 2%
CCn1cc(C(=O)N[C@H](C(=O)NCCCn2ccnc2)C(C)C)c(=O)c2cc3c(cc21)OCO3 | 6% | 1.4% | 0% | 2% | 9%
COc1cccc(CN2C(=O)C(C)Oc3ccccc32)c1 (stereo unspecified) | 3% | 1.1% | -5% | -4% | -4%
COc1ccc(OC)c(NC(=O)C2C3C=CC(C3)C2C(=O)NCc2ccccn2)c1 (stereo unspecified) | 2% | i | 5% | 4% | -12% | VEEV TC-83 Vero 10K pilot screen=0.1
O=C(Cn1c(=O)cnc2ccccc21)Nc1cccc(S(=O)(=O)N2CCCCC2)c1 | 30% | 4.1% | -11% | nt | -2%
CC12CCC(C1)C(C)(C)C2NS(=O)(=O)c1ccc(F)cc1 (stereo unspecified) | 39% | i | -1% | nt | -1%
Cc1nn(-c2cc(N3CCCCC3)ccc2[N+](=O)[O-])c(=O)c2ccccc12 | -6% | 4.8% | 0% | 9% | -6%
COc1ccc(C(=O)Nc2cccc(C)c2)cc1 | 32% | i | -3% | -2% | 6%
O=C1CCCCC1Nc1ccc2ccccc2c1 (stereo unspecified) | nt | >13µM* | 4% | nt | nt
CCOc1cc(-c2nc(-c3ccc(C)nc3OC)no2)cc(OCC)c1OCC | nt | 4.2% | -16% | nt | nt
CC(=O)Oc1ccc(C(=O)Nc2nnc(C)s2)cc1 | 5% | 2.5% | -5% | 4% | -1%
COC(=O)C1=C(\O)CCCC/C=C\1C(=O)O | nt | 1.6% | -14% | nt | nt
CCCCN(CC)Cc1ccc(CNC(=S)Nc2ccc(C)cc2Cl)o1 | 35% | 0.5% | -8% | 22% | -3%
Cc1oc(C(=O)O)cc1COc1ccc2c3c(c(=O)oc2c1C)CCC3 | -8% | 1.5% | -24% | -13% | -18%
CCc1ccc2[nH]c(=O)c(CN(CCN(CC)CC)C(=S)NCc3ccco3)cc2c1 | 34% | 7.9% | 12% | 4% | 5%
Cc1cc(NC(=O)Nc2ccc(OCc3ccccc3)cc2)n(C)n1 | 25% | 0.5% | -19% | 0% | 46%
O=C(CCS(=O)(=O)c1ccc2c(c1)NC(=O)CO2)NCCc1ccc(Cl)cc1 | 18% | 0.5% | 4% | -4% | 1%
C=CCNC(=O)c1ccncc1 | 10% | 0.2% | -10% | 9% | -3%
Cc1nnc(SCc2cnc(-c3ccccc3)o2)[nH]c1=O | -14% | 2.0% | 4% | 8% | -6%
CN(C)CCCCOc1ccc(Br)cc1Cl | 44% | 1.5% | -1% | 23% | 5%
Cc1cc(C)nc(N/N=C/c2ccccc2OCc2ccc(Cl)cc2)n1 | 9% | i | 1% | -5% | 2% | VEEV TC-83 Vero 10K pilot screen=1.9
CSCCC(NC(=O)c1ccc([N+](=O)[O-])cc1Cl)C(=O)OCC(=O)NC(=O)CN1CCCC1=O (stereo unspecified) | -3% | 1.7% | -8% | 2% | 5%
CCCC(=O)N(C)C1=Nc2ccc(Cl)cc2C(c2ccccc2)=[N+]([O-])C1 | -8% | 0.3% | -20% | -3% | -7%
CCCOc1ccc(CCC(=O)N/N=C/c2ccco2)cc1 | nt | 2.0% | nt | -6% | -2%
CCCCN1C2CCCC1CC(NC(=O)c1ccccc1Cl)C2 (stereo unspecified) | -14% | 0.3% | -5% | -9% | -3%
C[C@H](NC(=O)c1nc[nH]c1C(=O)NC(c1ccccc1)c1ccccc1)C(=O)OCc1ccccc1 | 44% | 1.1% | -2% | 14% | 8%
CC(=O)Nc1ccc(Nc2nc3ccccc3nc2NS(=O)(=O)c2ccccc2)cc1 | 18% | 4.8% | 24% | -5% | 0%
CCCCNC(=O)c1ccc(N2CCOCC2)c(NS(=O)(=O)c2ccc(OC)cc2)c1 | 9% | 0.3% | 5% | -5% | -2%
O=C(CCSCc1ccccc1F)NCc1cccnc1 | 13% | 1.5% | -4% | -5% | 12%
COC(=O)CN1C(=O)[C@H]2[C@@H](/C=C/c3ccccc3)N3C(=O)CN(Cc4ccc(-c5ccccc5)cc4)C(=O)[C@@]3(C)[C@H]2C1=O | 40% | 0.4% | 0% | nt | 1% | VEEV TC-83 Vero 10K pilot screen=1.0
COc1ccc(N(CC(=O)N2CCN(c3cccc(C)c3)C(C)C2)S(=O)(=O)c2c(C)n[nH]c2C)cc1 (stereo unspecified) | 24% | 6.4% | 2% | -1% | 2%
CCc1cccc(N(C(=O)c2csnn2)C(C(=O)NC(C)(C)C)c2ccncc2)c1 (stereo unspecified) | 7% | 1.7% | 2% | -3% | 3%

An excerpt from above in order of SMILES length, lowest first:
SMILES | tuberculosis growth | VEEV TC-83 Vero | H1N1 NS1A inhibition | Salmonella PhoP GFP | H37Rv inhibition | others
C=CCNC(=O)c1ccncc1 | 10% | 0.2% | -10% | 9% | -3%
O=C(CCSCc1ccccc1F)NCc1cccnc1 | 13% | 1.5% | -4% | -5% | 12%
CCCC(=O)N(C)C1=Nc2ccc(Cl)cc2C(c2ccccc2)=[N+]([O-])C1 | -8% | 0.3% | -20% | -3% | -7%

Next section.
SMILES | tuberculosis growth | VEEV TC-83 Vero | H1N1 NS1A inhibition | Salmonella PhoP GFP | H37Rv inhibition | others
CCOC(=O)CN1C(=O)N[C@@H](c2ccco2)C(C(=O)OC)=C1C | 11% | 0.9% | -9% | 2% | -3% | VEEV TC-83 Vero 10K pilot screen=0.9
COCC(=O)N(c1ccc(C(C)C)cc1)C1C=CS(=O)(=O)C1 (stereo unspecified) | 4% | 1.1% | -8% | 7% | 3%
Cc1ccc(C(=O)Nc2ccc(S(=O)(=O)N3CCOCC3)cc2)cc1 | -10% | 2.1% | 0% | 7% | -1%
O=c1[nH]cc(COCc2ccccc2)c(=O)[nH]1 | -1% | 1.4% | -1% | 1% | 0%
O=C(COC(=O)c1cccc(S(=O)(=O)N2CCc3ccccc32)c1)Nc1ncc(C(F)(F)F)cc1Cl | -6% | i | -2% | 5% | -5%
CC(C)(C)S(=O)(=O)c1nc2ccccc2s1 | -23% | 7.9% | -6% | -6% | -1%
N#CCSC1=Nc2ccccc2C2=NC(CCC(=O)N3CCN(c4ccccc4)CC3)C(=O)N12 (stereo unspecified) | 15% | 0.8% | 6% | 1% | -8% | VEEV TC-83 Vero 10K pilot screen=1.0
O=C(Nc1nccs1)c1c(O)c2c([nH]c1=O)CCCC2 | 10% | 2.6% | -15% | 1% | 1%
COc1ccc([C@@H]2C=C(C(=O)O)O[C@H](OCCCCO)C2)cc1 | 36% | i | 6% | -7% | -3%
Cc1c(C(=O)NCCN(C)C)oc2ccc(S(=O)(=O)N3CCCC3)cc12 | 4% | i | 0% | -9% | -3%
COc1ccc(C2CN(C)CC2C(=O)c2ccc(F)cc2)cc1Cl (stereo unspecified) | 17% | i | 8% | -2% | -6%
CCOc1ccc(NC(=O)c2cccc3ccccc23)cc1 | -10% | 0.8% | -1% | -1% | -1%
Cc1nc2ccc(Br)cn2c1NC(C)(C)C | 29% | 0.4% | 17% | -5% | -2%
N#Cc1ccsc1NC(=O)CN1CCCCCC1 | 5% | 0.3% | 2% | 10% | 0%
Cc1cc(C(=O)CSc2nnc(N)s2)c(C)n1CCc1ccc(Cl)cc1 | 42% | i | 8% | 0% | 9%
COc1ccc(NC(=O)CN2CCC(C)CC2)cc1 | 3% | i | 21% | 5% | 4%
O=C1c2ccccc2C(=O)N1CCCCN(C(=O)c1cccc([N+](=O)[O-])c1)c1ccc(Cl)cc1 | 20% | i | 5% | 2% | 1%
Cc1ccc(NC(=O)c2ncn(CCCNCCCc3ccccc3)n2)cc1C | nt | 13% | 4% | nt | nt
O=C(O)c1nccnc1C(=O)Nc1ccc(S(=O)(=O)N2CCOCC2)cc1 | -13% | ? | 8% | 2% | 0%
Cc1cc(NC(=O)COC(=O)c2ccc(NS(=O)(=O)c3ccc(C)c(C)c3)cc2)no1 | -4% | 0.2% | -6% | 4% | -6%
C[C@@H](NCCCn1cnc2c(OCc3ccccc3)ncnc21)c1cccc2ccccc12 | nt | 3.0% | 9% | nt | nt
CC(C)Nc1nc2ccccc2c(=O)[nH]1 | -5% | 0.7% | -2% | -1% | -6%
O=S(=O)(c1cc(Cl)ccc1Cl)N1CCc2ccccc21 | 31% | i | 16% | 1% | 2%
Cc1cc(C)c(S(=O)(=O)Nc2ccc(O)cc2)cc1C | 6% | i | 1% | -2% | -2%

Assay outcomes as filed in PubChem.
